Assay outcomes: PubChem, several laboratories
Furin inh: human furin inhibition. purified furin, fluorogenic substrate cleavage. hit rate 0.061% among 220,000. P09958. inhibition, % at 30 µM. AID 463115; in the data active = inhibition above about 25%; also: inactives centre near -15
Target sequence (P09958 108-714 limits assumed): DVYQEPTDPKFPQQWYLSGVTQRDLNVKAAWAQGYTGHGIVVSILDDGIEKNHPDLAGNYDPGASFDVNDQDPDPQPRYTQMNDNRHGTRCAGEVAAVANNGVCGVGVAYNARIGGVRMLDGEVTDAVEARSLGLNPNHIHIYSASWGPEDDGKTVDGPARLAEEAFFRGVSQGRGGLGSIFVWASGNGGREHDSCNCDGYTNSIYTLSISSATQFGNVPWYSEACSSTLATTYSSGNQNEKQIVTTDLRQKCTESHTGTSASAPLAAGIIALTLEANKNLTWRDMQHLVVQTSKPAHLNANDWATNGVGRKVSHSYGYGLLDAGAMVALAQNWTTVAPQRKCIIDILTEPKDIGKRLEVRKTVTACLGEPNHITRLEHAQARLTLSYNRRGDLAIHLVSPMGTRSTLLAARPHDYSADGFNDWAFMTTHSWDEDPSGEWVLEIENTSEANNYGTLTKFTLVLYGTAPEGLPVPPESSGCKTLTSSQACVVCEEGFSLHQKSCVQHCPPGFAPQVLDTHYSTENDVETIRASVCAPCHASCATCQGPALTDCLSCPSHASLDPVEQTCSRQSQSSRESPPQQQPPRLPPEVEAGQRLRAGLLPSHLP
thrombin 1536: thrombin (human) inhibition. P00734. alpha-thrombin, Boc-VPR-AMC fluorogenic substrate cleavage. inhibition, % at 5 µM. hit rate 0.26% among 220,000. AID 1046;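 active = inhibition at or above 40%; inactive = inhibition below 40%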;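 also: 0% = enzyme with no compound and 100% = wells without enzyme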
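Material: human alpha-thrombin enzyme / Medium: pH 7.5 Tris (50 mM) with NaCl 150 mM, Tween 20 0.05% / Compound: single-point dosing at 5 µM, 0.2% DMSO / Incubation: enzyme reaction carried out at room temperature / Detection: AMC fluorescence, 355/460 nm / Read-out basis: percent inhibition scaled between no-compound controls and no-enzyme blanks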
14-3-3 Bad PPI: disrupts binding of bovine 14-3-3 zeta to phospho-Bad peptide. inhibition, % at 21.7 µM. AID 781. P63103. TR-FRET 14-3-3zeta/Dy647-pBad peptide displacement, 1 h. hit rate 0.71% among 220,000;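 active = inhibition above about 70%, limit read from the data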;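 also: 0% = full 14-3-3 plus peptide FRET controls and 100% = background without 14-3-3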
eIF4E-4G inh: inhibitors of eIF4E and eIF4G interaction in translation initiation; P63073+Q04637; TR-FRET eIF4E-eIF4GI(517-606) binding, 2 h; inhibition, % at 21.7 µM; hit rate 0.37% among 220,000;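 also: 0% = full FRET control wells and 100% = background wells lacking eIF4GI fragment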
p47phox inh: inhibitors of human p47phox binding | hit rate 0.53% among 220,000 | inhibition, % at 24.7 µM | p47phox/p22phox peptide binding, fluorescence polarization, 2 h;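 also: 0% = p47phox with labelled peptide and 100% = labelled peptide alone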
EBV gp42 block: EBV gp42 inhibition | Q1HVG2 | Fluorescence polarization binding assay, mP read-out | inhibition, % (tested at 21.74 µM) | hit rate 0.42% among 220,000; in the data active = inhibition above about 50%
Target sequence (Q1HVG2 whole entry, looked up): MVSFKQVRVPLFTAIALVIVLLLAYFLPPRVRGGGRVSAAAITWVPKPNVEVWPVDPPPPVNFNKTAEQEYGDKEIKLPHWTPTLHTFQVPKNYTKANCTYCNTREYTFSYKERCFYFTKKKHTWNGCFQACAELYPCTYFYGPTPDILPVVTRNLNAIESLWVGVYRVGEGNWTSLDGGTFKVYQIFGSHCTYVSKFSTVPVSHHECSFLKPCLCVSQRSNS
Cl transport mod: modulators of human KCC2 chloride dependent transport | Q9H2X9 | KCC2 cells, thallium flux FluoZin-2 fluorescence | B-score of Tl+ flux slope (higher = more flux/activation; lower = inhibition) at 10 µM | hit rate 2.2% among 190,000;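 active = thallium flux slope and its plate-corrected score both differing from the plate sample mean at a set confidence after two filtering rounds, in either direction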;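 also: slope of fluorescence scaled to starting intensity during 10 to 20 s after thallium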
Rad51 HR inh: blocks human Rad51 in homologous recombination. Q06609. hRad51 DNA strand exchange, fluorescence dequenching. inhibition, % at 10 µM. hit rate 0.085% among 200,000. AID 1385;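 active = inhibition above 40% at the single screening dose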;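 also: 0% = DMSO control wells and 100% = blanks with heterologous ssDNA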
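Material: human Rad51–ssDNA filaments; Probe or stimulus: labelled 47-mer dsDNA for strand exchange; Doses: single 10 µM dose; Incubation: 37 °C 15-min filament assembly, 30-min compound preincubation, 15-min exchange; Technique: FRET fluorescence dequenching, excitation 485 nm, emission 520 nm; Measure: Fluorescence-based percent inhibition, control- and blank-normalised; Benchmarks: plate control and blank wells.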
KLK5 inh: blocks human kallikrein 5 protease activity | recombinant hK5, fluorogenic AMC substrate cleavage | inhibition, % at 5 µM | hit rate 0.59% among 210,000 | Q9Y337;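 active = inhibition of 40% or more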;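 also: 0% = enzyme controls without compound and 100% = no-enzyme blanks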
Target sequence (Q9Y337 67-293 limits assumed): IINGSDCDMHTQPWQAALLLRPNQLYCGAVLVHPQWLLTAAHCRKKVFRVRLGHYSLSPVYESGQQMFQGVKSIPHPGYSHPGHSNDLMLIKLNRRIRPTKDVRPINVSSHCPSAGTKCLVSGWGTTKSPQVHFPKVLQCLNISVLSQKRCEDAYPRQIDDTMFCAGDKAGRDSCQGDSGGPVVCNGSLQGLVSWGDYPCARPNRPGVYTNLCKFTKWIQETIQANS
* hit, by the source's call; x = no result given; [ ] = another dose, or the depositor's remark.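 The calls were made as follows, unless noted: active = inhibition above about 30% (limit read from the data); inactive = the rest.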 Rows were taken by chance; any-hit rate near 4.7%.

SMILES	Furin inh	thrombin 1536	14-3-3 Bad PPI	eIF4E-4G inh	p47phox inh	EBV gp42 block	Cl transport mod	Rad51 HR inh	KLK5 inh
Cc1ccc2nc(-c3ccc(NC(=O)CCS(=O)(=O)c4ccccc4)cc3)sc2c1	-26.3	-7.8	-2.2[fluorescence artefact?]	-3.3	-11.1	-27.0	0.617	-7.8	-8.7
CCOC(=O)c1[nH]c(C)c(C(=O)N2CCOCC2)c1C	-22.1	-3.0	8.0	1.1	-14.6	-15.2	x	-6.5	-0.4
COc1ccc(Cc2nnc(NC(=O)C3CCCO3)s2)cc1 (stereo unspecified)	-15.2	-6.4	-5.7	-4.7	-4.8	-8.8	0.162	-1.1	-1.6
COc1ccc(CN(C)CC(=O)Nc2c(C)cccc2C)c(OC)c1	-1.3	-13.2	13.6	1.3	8.6	1.3	-0.376	6.1	-3.2
Cc1cccc(OCC(O)Cn2c(=N)n(CCN3CCOCC3)c3ccccc32)c1 (stereo unspecified)	-14.2[20 µM]	3.6	10.3	4.0	-1.5	3.7	0.101	0.7	-21.3
CCOc1ccc(C(=O)Nc2ccc(NC(=O)c3ccco3)c(Cl)c2)cc1Br	-13.4	2.7	-1.4	-11.5	-6.9	-9.7	0.123	-3.5	-6.8
Cc1ccc(S(=O)(=O)N(CC(=O)O)Cc2ccccc2F)cc1	-13.3[20 µM]	-2.3	-8.5[fluorescence artefact?]	2.7[fluorescence artefact?]	-2.0	-18.4	-0.963	8.8	-16.2
O=P(c1ccccc1)(c1ccccc1)C(O)c1ccccn1 (stereo unspecified)	-19.4	0.9	-2.1	0.9	-10.3	-17.1	-1.56	22.6	1.7
CC(=O)Nc1ccc(NC(=O)CN(c2ccc(C34CC5CC(CC(C5)C3)C4)cc2)S(C)(=O)=O)cc1	-16.1[20 µM]	-3.8	27.6	-55.5	7.3	-3.1	-1.31	-1.8	10.4
Nc1nc(NCc2ccco2)nc(Nc2cccc(F)c2)c1[N+](=O)[O-]	-5.3	3.3	2.1	2.3	1.6	-2.6	0.0674	11.1	6.0
Cn1c(NC(=O)c2ccccc2NC(=O)C(C)(C)C)nc2ccccc21	-4.7	2.3	-1.0	-1.1	-2.3	-14.9	-0.69	-5.9	-5.6
O=C(CCn1c(=O)oc2ccccc21)Nc1ccccc1	-14.1	-1.8	-20.9[fluorescence artefact?]	-6.1[fluorescence artefact?]	-8.5	-6.4	0.355	-6.1	-27.2
COC(=O)c1ccc(-n2nnnc2SCc2nn[nH]n2)cc1	-12.5[20 µM]	4.1	3.0[fluorescence artefact?]	10.4	0.6	-11.5	-0.0511	-4.4	-6.5
COc1ccc(Nc2c(-c3ccco3)nc3ccc(C)cn23)cc1	-11.2	-5.5	-18.6	-4.7	-14.7	6.8	-0.122	-3.1	-25.9
CCOC(=O)Nc1ccc2c(c1)N(C(=O)CN1CCN(C)CC1)c1ccccc1S2	-19.7[20 µM]	-2.2	69.4	11.0	-5.3	-14.6	2.22	-6.5	1.0
Cc1nnc(SCC(=O)N2N=C(c3ccc(Cl)cc3)CC2c2ccco2)[nH]c1=O (stereo unspecified)	-14.6	0.4	-10.9	3.1	-53.0	-3.9	0.218	-43.0	-8.3
Cc1cc(C(F)(F)F)n2nc(-c3cccs3)cc2n1	-19.1	-4.1	0.8	0.2	-8.2	-16.0	0.00548	8.6	-4.3
N#CC1=C(N)Oc2c(ccc3cccnc23)C1c1ccccc1 (stereo unspecified)	1.3	-6.3	-2.7	7.7	-16.6	-10.1	-0.76	-19.1	-15.2
C=CCSc1nncn1/N=C/c1ccc(OC)cc1	-11.6	3.8	-9.5	3.8[fluorescence artefact?]	-7.7	-6.6	-0.133	-8.1	4.3
Nc1ccc(CC2SC(=O)NC2=O)cc1 (stereo unspecified)	-23.7[20 µM]	-0.4	-1.7	-7.0	-0.1	5.0	-0.402	7.5	-3.0
Cc1cc(OCCCn2ccnc2)ccc1C(C)C	-15.7	-3.8	6.5	8.0	-1.2	-11.1	0.214	-2.2	-16.8
O=C(O)CC/C(=N\Nc1ccc([N+](=O)[O-])cc1S(=O)(=O)N1CCOCC1)c1cccs1	-17.1	0.9	0.5	6.2	-28.8	-16.4	x	-5.6	3.0
CCCCOC(=O)c1ccc(N=Nc2c(C)c(C#N)c(O)[nH]c2=O)cc1	-15.3	-3.0	-4.7	2.1	-7.0	-35.2	0.615	x	2.0
Cc1[nH]nc(N=CC2=C(O)CC(C)(C)CC2=O)c1-c1ccccc1	-29.3[20 µM]	-3.6	2.0	-4.6	-10.2	-10.4	0.157	-3.3	-1.8
Cc1occc1-c1nnc(SCC(=O)Nc2ccccc2)n1C(C)c1ccccc1 (stereo unspecified)	-7.7	3.3	9.2	-5.5[fluorescence artefact?]	-12.2	-12.2	-0.713	x	-8.2

Profiles from above. Order of values: Furin inh	thrombin 1536	14-3-3 Bad PPI	eIF4E-4G inh	p47phox inh	EBV gp42 block	Cl transport mod	Rad51 HR inh	KLK5 inh
C=CCSc1nncn1/N=C/c1ccc(OC)cc1 is entered as -11.6	3.8	-9.5	3.8[fluorescence artefact?]	-7.7	-6.6	-0.133	-8.1	4.3
N#CC1=C(N)Oc2c(ccc3cccnc23)C1c1ccccc1 (stereo unspecified) is entered as 1.3	-6.3	-2.7	7.7	-16.6	-10.1	-0.76	-19.1	-15.2

Other entries follow:
SMILES	Furin inh	thrombin 1536	14-3-3 Bad PPI	eIF4E-4G inh	p47phox inh	EBV gp42 block	Cl transport mod	Rad51 HR inh	KLK5 inh
O=C(CSc1nc2ccccc2s1)NCCCN1CCOCC1	-22.6	4.9	-3.4	-7.7[fluorescence artefact?]	-4.7	-5.3	0.413	0.5	-6.6
O=C1NC(=O)/C(=C\c2ccc(OCc3cccc(C(=O)O)c3)c(Cl)c2)N1	-31.9	-0.9	-6.2	-3.5	-12.6	15.9	-1.17	1.8	0.9
COc1ccccc1Nc1nnc(SCc2nnc(-c3cc(OC)c(OC)c(OC)c3)o2)s1	-6.6	-4.0	3.0	1.0[fluorescence artefact?]	-11.2	-11.7	-1.83	23.7	-9.5
CCOC(=O)C1CCN(c2c(NCc3ccc(C(=O)NCCC(C)C)cc3)c(=O)c2=O)CC1	-18.5	-5.7	-2.6	-5.2	-7.0	-14.0	x	1.5	-5.0
Cc1ccc(C(=O)N2c3ccccc3CC2C)o1 (stereo unspecified)	-18.8	-9.6	-3.2	4.8	41.1*	-2.6	-2.57	3.8	-2.5
Cc1cc(C)nc(NC(=O)c2ccc(C)c([N+](=O)[O-])c2)n1	-26.0[20 µM]	6.2	-7.9	5.0	-3.2	1.5	x	5.8	-22.8
CCC1CCCCN1Cc1nc2ccccc2c(=O)n1CC(C)=O (stereo unspecified)	-8.0	-0.7	-4.7	-2.8	3.5	-7.1	0.998	8.1	-4.7
Cc1ccc(-c2nnn(CC(=O)NC3CCN(Cc4ccccc4)CC3)n2)cc1	-26.0[20 µM]	-4.8	0.6	6.1	-3.0	-6.4	-0.306	-4.4	-4.7
CCOC(=O)C1(Cc2ccccc2C(F)(F)F)CCN(CC(O)CO)CC1 (stereo unspecified)	-28.7	-7.2	-5.3	4.7	-13.6	-15.6	-0.178	x	x
COc1ccc(CC(=O)Nc2ccc(C(=O)NC(C)(C)C)cc2)cc1OC	-25.6	5.6	-1.8	1.8	-5.3	-11.8	1.66	4.0	2.2
CCCC/C(C)=N/NC(=O)c1cn(-c2ccccc2)nc1-c1ccccc1	-20.0	-5.8	2.4[fluorescence artefact?]	-4.6	6.4	-16.2	0.164	-3.8	-3.2
CCOP(=O)(OCC)/C(=C/N1CCCCC1)NC(=O)c1ccccc1	-33.3	-1.1	-9.3	0.3	-9.7	-23.2	0.143	-18.5	-3.3
Cc1nn(-c2cccc(Cl)c2)c2nc(C(F)(F)F)[nH]c(=O)c12	-19.1	-11.9	18.4	5.4[fluorescence artefact?]	14.3	-4.1	3.74	4.5	-0.5
S=c1[nH]nc(CN2CCCCC2)n1Cc1ccccc1	-19.0	-7.0	-10.0	3.1	-6.0	-2.6	0.32	7.1	-7.7
C=CCNS(=O)(=O)c1ccc2nsnc2c1	-20.2	-6.0	-6.4[fluorescence artefact?]	0.5[fluorescence artefact?]	-10.6	-11.0	-0.143	-5.7	-19.1
COc1ccc(OC)c(C2N(c3ccc(Cl)cc3)C(=O)C3CCCN32)c1 (stereo unspecified)	-16.2	-2.4	6.9	1.3[fluorescence artefact?]	-16.5	-10.4	0.701	5.1	-5.0
CCOC(=O)C1C(c2cccs2)NC(=O)N(C)C1(O)C(F)(F)F (stereo unspecified)	-24.9[20 µM]	2.5	-12.5	-2.2	-6.8	-3.7	0.702	0.7	-0.3
O=C(CN(CCc1ccccc1)C(=O)Cn1nnc(-c2cccs2)n1)NCc1ccco1	-4.6	-9.1	-7.9	-10.0	-16.1	-3.2	-4.08*	-1.8	-13.3
Cc1ccc(-n2ncc3c(=O)n(CC(=O)N4CCCc5ccccc54)cnc32)cc1C	-6.6[20 µM]	-0.8	7.3	-6.5	-1.7	-0.4	-3.35*	4.3	-6.5
CCC1SC2=NC(C)=C(C(=O)OCCOC)C(/C=C/c3ccccc3OC)N2C1=O (stereo unspecified)	-5.5[20 µM]	-3.2	-4.4	6.5	-9.1	-22.5	-1.25	1.3	-8.0
C=CCN(C(=O)c1csnn1)C(C(=O)NC(C)(C)C)c1ccncc1 (stereo unspecified)	-6.6	-2.3	-0.9	0.5	-6.0	3.3	x	-168.1	1.0
COCCOC(=O)C1=C(C)NC(SCC(=O)NC(C)(C)C)=C(C#N)C1c1ccco1 (stereo unspecified)	-11.1	0.1	-2.2	-6.2	-0.6	-12.1	0.633	-0.1	-8.9
CCOCc1cnc(C)nc1NCC(=O)c1c(C)[nH]c2cc(C)ccc12	-15.4[20 µM]	-15.3	9.0[fluorescence artefact?]	1.0[fluorescence artefact?]	-20.2	-30.3	0.862	1.1	-14.7
Cc1ccc(CSc2ccc(-c3ccco3)nn2)cc1	-20.6	-2.7	0.6	-1.6	-3.7	-24.6	-1.36	2.3	-2.8
Cc1ccc(/C(=N\O)c2oc3c(C)c4oc(=O)cc(C)c4cc3c2C)cc1	-21.6[20 µM]	-0.3	-1.5	-4.3	-23.2	-14.2	0.52	x	-3.6
O=C(Cn1c(-c2cscn2)nc2ccccc21)Nc1ccc(Cl)cc1	-15.2[20 µM]	-6.6	14.1	-0.2[fluorescence artefact?]	-11.7	-3.5	-0.247	7.9	-4.5
O=C(NC(=S)Nc1ccccc1N1CCCCC1)c1ccco1	-12.8	-9.9	-9.9	-1.2	-0.9	-1.1	19.9*	-6.2	-3.0
Cc1ccc2cc(CN(CCCO)S(=O)(=O)c3cccc4nsnc34)c(=O)[nH]c2c1C	-1.2	0.1	-14.2	7.8	6.4	-9.1	x	3.4	-18.1
Cc1cc(NC(=O)/C=C/C(=O)N(c2ccccc2C)C(C(=O)NC2CCCC2)c2ccc(F)cc2)no1 (stereo unspecified)	-19.6	-1.0	6.8	-4.4	-3.3	-0.7	-0.0336	x	9.7
CCOc1cc(NC(=O)C2CCCCC2)c(OCC)cc1NC(=O)c1ccco1	2.3	0.5	1.5	-3.5[fluorescence artefact?]	-3.1	-11.1	x	-3.0	3.3

Two compounds picked at random from those above:
SMILES	Furin inh	thrombin 1536	14-3-3 Bad PPI	eIF4E-4G inh	p47phox inh	EBV gp42 block	Cl transport mod	Rad51 HR inh	KLK5 inh
COCCOC(=O)C1=C(C)NC(SCC(=O)NC(C)(C)C)=C(C#N)C1c1ccco1 (stereo unspecified)	-11.1	0.1	-2.2	-6.2	-0.6	-12.1	0.633	-0.1	-8.9
CCOCc1cnc(C)nc1NCC(=O)c1c(C)[nH]c2cc(C)ccc12	-15.4[20 µM]	-15.3	9.0[fluorescence artefact?]	1.0[fluorescence artefact?]	-20.2	-30.3	0.862	1.1	-14.7
